# Screening data as filed in PubChem.
# KCNQ1 inh – inhibitors of human KCNQ1 channel, primary screen, cell-based, thallium flux, high-throughput; Potassium voltage-gated channel subfamily KQT member 1 (Homo sapiens), P51787; CHO-K1 KCNQ1, FluxOR thallium flux fluorescence; active compounds read high; B-score at 10 µM; actives 1.3% (n = 310,000); AID 2642, 2010;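 active = compounds whose thallium flux B-score, printed positive for inhibition, exceeds three library SD while starting fluorescence stays within three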;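 note: channel opened by potassium depolarization with thallium stimulus after 20 min compound exposure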
# Target sequence (P51787 whole entry, looked up): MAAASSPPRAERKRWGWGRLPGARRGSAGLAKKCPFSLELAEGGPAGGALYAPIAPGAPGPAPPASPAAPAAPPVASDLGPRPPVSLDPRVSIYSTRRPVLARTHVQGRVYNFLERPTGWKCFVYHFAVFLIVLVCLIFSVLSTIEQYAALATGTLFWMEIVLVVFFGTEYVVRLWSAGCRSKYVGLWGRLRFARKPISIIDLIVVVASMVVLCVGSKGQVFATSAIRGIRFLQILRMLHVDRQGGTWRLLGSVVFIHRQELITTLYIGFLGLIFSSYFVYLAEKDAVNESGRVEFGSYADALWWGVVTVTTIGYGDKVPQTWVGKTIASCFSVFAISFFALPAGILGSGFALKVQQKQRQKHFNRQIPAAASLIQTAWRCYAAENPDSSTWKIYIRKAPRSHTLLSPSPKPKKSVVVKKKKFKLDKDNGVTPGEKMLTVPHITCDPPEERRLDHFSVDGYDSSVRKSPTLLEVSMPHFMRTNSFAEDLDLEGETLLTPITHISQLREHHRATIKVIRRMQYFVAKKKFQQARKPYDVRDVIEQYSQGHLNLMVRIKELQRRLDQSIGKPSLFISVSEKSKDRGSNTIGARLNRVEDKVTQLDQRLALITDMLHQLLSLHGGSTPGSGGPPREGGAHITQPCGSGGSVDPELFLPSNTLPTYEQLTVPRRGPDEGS
# TMEM16A inh – TMEM16A chloride channel inhibitors, primary screen, cell-based, HTS. AID 588511, 2011. actives 1.2% (n = 310,000). Anoctamin-1 (Mus musculus), Q8BHY3. HEK293 TMEM16A/YFP iodide influx fluorescence, ionomycin. normalized B-score (activity score, 25-100; higher = stronger inhibition) at 10 µM;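 active = ratio plate-corrected score three or more library SD toward inhibition, starting fluorescence score within five deviations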;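 note: score derived from kinetic fluorescence span divided by baseline fluorescence per well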
# hERG protect – hERG rescue from dofetilide block, primary screen, cell-based, CHO-hERG, FluxOR thallium flux, dofetilide IC70; actives 0.51% (n = 310,000); activation (rescue from dofetilide block), less the hit threshold, % at 10 µM; dofetilide IC70 present; Voltage-gated inwardly rectifying potassium channel KCNH2 (Homo sapiens), Q12809;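 active = activation above the mean of controls blocked by dofetilide plus 5 SD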;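 note: thallium influx through hERG after potassium depolarization seen as dye fluorescence rise; in these data hits start at about 4.7%; inactives centre near -7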
# KCNK9 block – KCNK9 potassium channel inhibitors, primary screen, HEK293 cells, thallium flux | Potassium channel subfamily K member 9 (Homo sapiens), Q9NPC2 | FluxOR thallium flux fluorescence; active compounds read low | B-score at 10 µM | actives 1.2% (n = 310,000);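 active = ratio B-score over 3 SD below the library mean, with starting fluorescence within 5 SD of its mean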;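 note: negative B-score means less thallium flux so channel inhibition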
# KCNK3 inh – human KCNK3 channel inhibitors, primary screen, CHO cells, FluxOR thallium flux, B-score. Potassium channel subfamily K member 3 (Homo sapiens), O14649. FluxOR fluorescence; active compounds read low. B-score at 10 µM. actives 0.84% (n = 340,000). AID 602410, 2012;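 active = B-score under library mean minus 4 SD, starting fluorescence ratio at most library mean plus 5 SD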;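 note: more negative B-score means stronger inhibition of thallium flux through KCNK3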
# KCNQ1 act – potentiators or activators of KCNQ1 channel, primary screen, cell-based, thallium flux, high-throughput; Potassium voltage-gated channel subfamily KQT member 1 (Homo sapiens), P51787; CHO-K1 KCNQ1, thallium flux FluxOR fluorescence; active compounds read high; B-score at 10 µM; actives 0.35% (n = 310,000); AID 2648, 2010;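 active = fluorescence ratio B-score, a plate-corrected score, at least three library SD, with initial intensity B-score within 5 SD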
#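 Test system: CHO-K1 cells stably expressing KCNQ1 / Medium: assay buffer / Also added: depolarizing K+/Tl+ stimulus, K2SO4 and Tl2SO4 each 12.5 mM in 5x stock / Incubation: 90 min dye loading and 20 min compound exposure, both at room temperature / Signal: thallium influx via FluxOR fluorescence, kinetic imaging / Evaluation: B score of baseline-normalized fluorescence ratio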
# TMEM16A act – TMEM16A chloride channel activators or potentiators, primary screen, cell-based, HTS; actives 0.3% (n = 340,000); HEK293 TMEM16A/YFP-H148Q/I152L, iodide quench fluorescence; active compounds read low; AID 623877, 2012; Anoctamin-1 (Mus musculus), Q8BHY3; B-score at 10 µM;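 active = fluorescence-ratio B-score plate-corrected deviation score at least 3 library SD below zero, with starting fluorescence score within 5 deviations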;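 note: channel opened by trigger with iodide after compound preincubation; score built on the fluorescence ratio of max minus min over baseline; more negative score means more quench and so TMEM16A activation or potentiation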
# TRPC4 PAM – positive allosteric modulators of TRPC4, primary screen, cell-based, mouse TRPC4beta, HEK293 mu-opioid, Fluo-4 calcium; DAMGO EC20, Fluo-4 Ca2+ flux; active compounds read high; AID 2227, 2009; Short transient receptor potential channel 4 (Mus musculus), Q9QUQ5; B-score at 10 µM; actives 0.42% (n = 310,000);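 active = B-score of calcium response area above 5 SD of library B-scores, with initial fluorescence ratio within 5 SD of library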;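 note: B-score of integrated fluorescence ratio over time as area under calcium response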
# DYRK1A inh – rat Dyrk1A kinase inhibitors, primary screen, biochemical, single point, plate reader; Dual specificity tyrosine-phosphorylation-regulated kinase 1A (Rattus norvegicus), Q63470; ADP-Glo luminescence, NFATc1 peptide; inhibition, % at 12.5 µM; actives 0.43% (n = 310,000); in the data active = inhibition above about 50%;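 note: plate controls were vehicle with enzyme for no effect and no enzyme for full effect; many of its hits are not listed in these tables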
# TRPC4 agonist – activators of mouse TRPC4 channel, primary screen, Fluo4 calcium, HEK293 TRPC4beta/mu-opioid cells; B-score at 10 µM; Short transient receptor potential channel 4 (Mus musculus), Q9QUQ5; actives 0.49% (n = 310,000); Fluo4 calcium fluorescence; active compounds read high;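 active = B-score above 5 SD of library B-scores, and initial fluorescence ratio not above library mean plus 5 SD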;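 note: positive B-score marks a calcium rise read as TRPC4 activation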
#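 Assay system: HEK293 cells stably co-expressing mouse TRPC4beta and mu-opioid receptor / Timing: Fluo4 dye loading 45 min at room temperature, 110 s recording / Signal: Fluo4 calcium-sensitive dye fluorescence, kinetic, 1 Hz baseline / Read-out: integrated baseline-normalised fluorescence ratio, converted to per-well B score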
# HDAC3 inh – HDAC3 deacetylase inhibitors, primary screen, biochemical, fluorescence, cell-free homogeneous | Histone deacetylase 3 (Homo sapiens), O15379 | recombinant HDAC3, fluorogenic peptide/trypsin coupled | inhibition, % at 8.3 µM | actives 0.15% (n = 320,000); in the data active = inhibition above about 26%, passing the limit was not always enough; inconclusive = no clear call, values can overlap the other calls
# Target sequence (O15379 whole entry, looked up): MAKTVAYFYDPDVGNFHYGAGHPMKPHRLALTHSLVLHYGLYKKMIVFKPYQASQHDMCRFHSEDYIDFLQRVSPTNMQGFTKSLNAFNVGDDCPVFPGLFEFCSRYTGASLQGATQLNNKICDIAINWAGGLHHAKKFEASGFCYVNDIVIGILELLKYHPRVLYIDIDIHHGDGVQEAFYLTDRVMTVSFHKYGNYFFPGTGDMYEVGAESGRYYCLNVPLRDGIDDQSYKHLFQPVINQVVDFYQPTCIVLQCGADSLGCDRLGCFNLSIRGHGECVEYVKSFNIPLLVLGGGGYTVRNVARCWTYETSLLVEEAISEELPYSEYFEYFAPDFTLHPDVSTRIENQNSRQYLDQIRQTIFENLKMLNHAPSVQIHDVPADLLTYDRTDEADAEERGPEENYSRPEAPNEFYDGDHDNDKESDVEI
# Numbers without * were called inactive; i = inactive; ? = inconclusive; / = not tested or not shown. Some of the compounds tested. The share of hits here may be higher or lower than overall.
SMILES	KCNQ1 inh	TMEM16A inh	hERG protect	KCNK9 block	KCNK3 inh	KCNQ1 act	TMEM16A act	TRPC4 PAM	DYRK1A inh	TRPC4 agonist	HDAC3 inh
N#CCC(=O)Nc1ccc(C(=O)OCC(=O)N(C2CCCCC2)C2CCCCC2)cc1	i	i	-1.8	i	i	i	i	i	-7.8	i	-3.4
CCOc1ccc(S(=O)(=O)Nc2cc(Sc3ncn[nH]3)c3oc(=O)sc3c2)cc1	i	i	-15.6	i	/	i	/	i	/	i	0.1
O=C(COC(=O)c1ccccc1NC(=O)c1ccccc1)c1cccc([N+](=O)[O-])c1	i	i	-10.8	-13.6*	i	i	i	i	-3.3	i	4.1
CCn1c2c(c3cc(OCC(C)C)ccc31)CCCC2=O	i	i	-3.3	i	i	i	i	i	-3.0	i	-9.0
CCOC(=O)c1[nH]c2ccc(OC)cc2c1NS(=O)(=O)c1ccc(OC)cc1OC	i	i	-18.1	i	i	i	i	i	1.8	i	3.2
COCCNC(=O)C1CC2Cn3c(nc4ccccc43)C2N1C (stereo not given)	i	i	-3.7	i	i	i	i	i	-6.8	i	-1.6
Fc1ccc2c(c1)C(c1ccncc1)=NNC(c1ccc(Cl)cc1)=N2	i	i	-10.2	i	i	i	i	i	-2.3	i	-6.6
COC(=O)c1sc(N2C(=O)C(O)=C(C(=O)c3ccc(C)o3)C2c2ccc([N+](=O)[O-])cc2)nc1C (stereo not given)	i	i	-2.2	i	i	i	i	i	-6.7	i	-4.2
C/C(CC(=O)Nc1ccc(Cl)cc1Cl)=N\NC(=O)C(=O)N1CCCC1	i	i	-3.1	i	i	i	i	i	-9.6	i	1.0
O=C(NNC(=O)C1CC1)c1cc2cc3ccccc3nc2s1	i	i	-9.0	i	i	i	i	i	-72.7	i	3.3
Cc1nc2nc(C)c(NS(=O)(=O)c3ccc4c(c3)CCCC4)c(=O)n2[nH]1	i	i	-5.4	i	i	i	i	i	-1.9	i	3.0
O=C(CN(CCN1CCOCC1)C(=O)Cn1nnc(-c2ccc(F)cc2)n1)NC1CCCCC1	i	i	-10.3	i	i	i	i	i	-1.6	i	-3.7
CC(CCOS(N)(=O)=O)c1ccccc1 (stereo not given)	i	i	-2.1	i	i	i	i	i	/	i	3.1
COc1cc(NC(C)=O)c2ncccc2c1[N+](=O)[O-]	i	i	-3.8	i	i	i	i	i	15.7	i	-3.6
Cc1ccccc1C(=O)c1c[nH]c(C(N)=O)c1	i	i	-4.5	i	i	i	i	i	1.9	i	3.9
CCP(=O)(CC)C(C)(C)CP(=O)(c1ccccc1)c1ccccc1	i	i	-14.9	i	i	i	i	i	-6.4	i	5.1
CC1CCCCC1NC(=O)CN1C(=O)CSc2cc(S(=O)(=O)N3CCCCCC3)ccc21 (stereo not given)	i	i	-7.5	i	i	i	i	i	-2.3	i	/
CN(c1ccc(O)cc1)c1nc(O)c(C2=c3ccccc3=NC2=O)s1	i	i	-3.6	i	i	i	i	i	7.3	i	-9.8
COC(=O)CSc1ccc(S(=O)(=O)N2CCOCC2)cc1[N+](=O)[O-]	i	i	-4.8	i	i	i	i	i	-3.1	i	-8.7
Cc1ccc(C(=O)CN(CCCC(N)=O)S(=O)(=O)c2ccc([N+](=O)[O-])cc2)cc1	/	i	/	/	i	/	i	/	2.7	/	6.0
O=C(COC(=O)C1COc2ccccc2O1)NC(=O)NC1CCCCC1 (stereo not given)	i	i	-10.6	i	i	i	i	i	4.6	i	2.1
COc1ccccc1-c1c(C)nn2c(N)c(-c3ccc(Cl)cc3)cnc12	i	i	-3.4	i	i	i	i	i	1.2	i	-14.7
O=C(Oc1cccc(/C=N/NC(=O)c2ccccn2)c1)c1ccc([N+](=O)[O-])cc1	i	i	-6.5	i	i	i	i	i	-5.3	i	4.1
CCN(CC)P1(=O)OC(c2cc(OC)c(OC)c(OC)c2)=Nc2c1c(C)nn2-c1ccccc1 (stereo not given)	i	i	-4.1	i	i	i	i	i	7.0	i	10.8
O=C(COC(=O)CCC(=O)c1cccs1)NCc1cccs1	i	i	-4.5	i	i	i	i	i	14.3	i	/
COCCCN(C(=O)CC1OC(=O)c2ccccc21)c1c(N)n(Cc2ccccc2)c(=O)[nH]c1=O (stereo not given)	i	i	-6.7	i	i	i	i	i	-3.1	i	2.2
COc1ccc(CC(=O)N/N=C/c2ccc(C)s2)cc1	i	i	-7.6	i	i	i	i	i	4.6	i	-2.7
Cc1ccc(C(=O)N2CCN(c3ccc(NC(=O)c4ccc5c(c4)OCCO5)cc3)CC2)cc1	i	i	-8.9	i	i	i	i	i	-8.8	i	5.2
O=c1c2sccc2[nH]c(=S)n1-c1ccccc1	i	i	-7.9	i	i	i	i	i	2.3	i	0.5
C=CCn1c(SCC(=O)N2CCc3ccccc3C2)nc2sc(CC)cc2c1=O	i	i	-13.2	i	i	i	i	i	-1.5	i	5.4
CC1CC2(C)CC(C)C1(COC(=O)Nc1ccccc1)CO2 (stereo not given)	i	i	-9.3	i	i	i	i	i	-2.5	i	4.9
CNc1nc2cccnc2s1	i	i	-5.1	i	i	i	i	i	-5.9	i	1.0

# Compound profiles, as listed above.
# `C=CCn1c(SCC(=O)N2CCc3ccccc3C2)nc2sc(CC)cc2c1=O` in the list: KCNQ1 inh = i; TMEM16A inh = i; hERG protect = -13.2; KCNK9 block = i; KCNK3 inh = i; KCNQ1 act = i; TMEM16A act = i; TRPC4 PAM = i; DYRK1A inh = -1.5; TRPC4 agonist = i; HDAC3 inh = 5.4
# `CC1CC2(C)CC(C)C1(COC(=O)Nc1ccccc1)CO2` (stereo not given) in the list: KCNQ1 inh = i; TMEM16A inh = i; hERG protect = -9.3; KCNK9 block = i; KCNK3 inh = i; KCNQ1 act = i; TMEM16A act = i; TRPC4 PAM = i; DYRK1A inh = -2.5; TRPC4 agonist = i; HDAC3 inh = 4.9

# Later entries:
SMILES	KCNQ1 inh	TMEM16A inh	hERG protect	KCNK9 block	KCNK3 inh	KCNQ1 act	TMEM16A act	TRPC4 PAM	DYRK1A inh	TRPC4 agonist	HDAC3 inh
COc1cc2c(cc1OC)C(C(=O)Nc1cc(OC)c(OC)c(OC)c1)C(c1cccnc1)N(C)C2=O (stereo not given)	i	i	-12.6	i	i	i	i	i	1.9	i	?
COc1ccc(N(CC(=O)N/N=C/c2ccc(F)cc2)S(=O)(=O)c2ccccc2)cc1	i	i	-9.3	i	i	i	i	i	-2.5	i	-14.7
COC(=O)c1sccc1NC(=O)Nc1cccc(F)c1	i	i	-11.3	i	i	i	i	i	9.9	i	-1.1
Cc1cc(NC(=O)CCN2CCN(C/C=C/c3ccccc3)CC2)ccc1Br	i	i	-34.8	i	i	i	i	i	-1.7	i	3.2
CC1CCCCN1S(=O)(=O)c1ccc(S(=O)(=O)N2CCN(c3ccc(F)cc3)CC2)cc1 (stereo not given)	i	i	-7.7	i	i	i	i	i	-1.4	i	16.1
COc1ccc(C(=O)OCC(=O)N2CCCC2=O)c(OC)c1	i	i	-6.5	i	i	i	i	i	0.5	i	0.5
Cc1cccnc1NC(=O)c1ccc(Br)o1	i	i	-10.5	i	i	i	i	i	/	i	-0.1
O=C(/C=C/c1ccco1)NC(=S)Nc1ccc(N2CCCC2)cc1	i	i	-4.7	i	i	i	i	i	0.1	i	-4.8
CCCCCOc1ccc(CSCCNC(=S)Nc2ccccc2)cc1	i	i	-9.1	i	i	i	i	i	0.9	i	3.4
Cc1nc(=O)cc(-c2ccccc2)n1-c1ccccc1	i	i	-4.1	i	i	i	i	i	3.5	i	1.8
O=C(COC(=O)CCc1ccccc1)NC1CCS(=O)(=O)C1 (stereo not given)	i	i	-12.9	i	i	i	i	i	3.5	i	?
Cc1sc2ncnc(OCC(=O)N3CCN(S(=O)(=O)c4ccc(Cl)cc4)CC3)c2c1C	i	i	-1.1	i	i	i	i	i	8.5	i	1.9
OC(CNCc1ccc(Cl)cc1)C(F)(F)F (stereo not given)	i	i	-1.1	i	i	i	i	i	-3.6	i	-5.6
CCNC(=O)c1c(NC(C)=O)sc2c1CCCC2	i	i	-10.1	i	i	i	i	i	-2.1	i	4.1
COc1ccc(O)c(C(=O)c2cc(C#N)c(=O)n(-c3ccc(Cl)cc3)c2)c1	i	i	-10.6	i	i	i	-4.6*	i	/	i	2.1
O=C(Nc1ccc2c(c1)OCO2)c1cnccn1	i	i	-11.2	i	i	i	i	i	9.4	i	6.5
Cc1cc(-c2ccccc2)nc(N2CCC(C(=O)NC(C)C)CC2)n1	i	i	-9.5	i	i	i	i	i	6.0	i	2.3
CCS(=O)(=O)c1ccc(O)c(NC(=O)Nc2ccccc2OC)c1	i	i	-4.2	i	i	i	i	i	14.3	i	6.1
CCCOc1ccc(C(=O)NC(C)C(=O)O)cc1 (stereo not given)	i	i	-11.3	i	i	i	i	i	-3.0	i	6.5
CCS(=O)(=O)Nc1cccc(C(=O)O)c1	i	i	-11.2	i	/	i	/	i	/	i	3.4

# 3 entries already listed, arranged by number of heavy atoms, descending.
SMILES	KCNQ1 inh	TMEM16A inh	hERG protect	KCNK9 block	KCNK3 inh	KCNQ1 act	TMEM16A act	TRPC4 PAM	DYRK1A inh	TRPC4 agonist	HDAC3 inh
COc1ccc(O)c(C(=O)c2cc(C#N)c(=O)n(-c3ccc(Cl)cc3)c2)c1	i	i	-10.6	i	i	i	-4.6*	i	/	i	2.1
CCCOc1ccc(C(=O)NC(C)C(=O)O)cc1 (stereo not given)	i	i	-11.3	i	i	i	i	i	-3.0	i	6.5
CCS(=O)(=O)Nc1cccc(C(=O)O)c1	i	i	-11.2	i	/	i	/	i	/	i	3.4
